hERG WT inh = blocks the wildtype human KCNH2 potassium channel; activity change, % at 1.84 µM; Q12809; U2OS, BacMam KCNH2, thallium flux FluxOr; stronger effect = lower value; 0.37% of 340,000 active; AID 720551;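 active = maximum activity change below -70%; inconclusive = maximum activity change between -70% and -50%; inactive = maximum activity change above -50%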; note: % is set by controls: 0 for no effect and ±100 for the full control effect
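U2OS cells were transduced with wild-type KCNH2 virus (2.03 x 10^8 / mL) for 4 h at room temperature, then cultured overnight at 37 C. Thallium flux was read with FluxOr dye. Rate constants were normalized to DMSO controls.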
MBNL1 CUG block = MBNL1-poly(CUG) RNA binding inhibition | Q9NR56 | TR-FRET MBNL1-His/biotin-(CUG)12 binding, 665/545 ratio | Potency, µM (top dose mostly 57.5 µM), without a hit: top-dose activity change, negative = inhibition, actives largely listed as inhibitors | 0.036% of 280,000 active | AID 2675; active = well fitted inhibition curve with a large enough effect in the signal ratio, with a control signal flat, not every such curve was filed as active; inconclusive = small, poorly fitted or top-dose-only effect, or effect the other way, or a change in a side signal; inactive = no such curve, though single readings can be large or run the other way; the % refers to the signal ratio; note: potency is the fitted concentration of half-maximal effect; % is set by controls: 0 for no effect and ±100 for the full control effect
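Inhibition of protein-RNA binding appears as loss of TR-FRET between terbium anti-His antibody on MBNL1-His and streptavidin-XL665 on biotin-(CUG)12. Activity is normalized to buffer-only and uninhibited-complex controls.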
TRPV1 agonist = human TRPV1 agonism; Q8NER1; TRPV1-expressing cells, Fluo-8 calcium influx, agonist mode; activation, % at 8.33 µM; 0.19% of 320,000 active; AID 540275; in the data active = activation above about 80%; inconclusive = between about 30% and that limit; note: 0% is about no effect
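TRPV1-expressing cells were cultured overnight at 35.5C and loaded with Fluo-8 calcium dye for 40 to 90 min at room temperature. After a 10 s baseline, compound was added and calcium influx was read kinetically for 3 min (ex 480/em 520 nm).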
KCNH2 3.1 block = inhibitors of human KCNH2 3.1 potassium channel isoform. U2OS KCNH2 3.1, thallium flux FluxOr; stronger effect = lower value. activity change, % (tested at about 1.8 µM). 0.95% of 340,000 active;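 active = maximum activity change below -70%; inconclusive = maximum activity change from -70% to -50%; inactive = maximum activity change above -50%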;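 note: thallium influx rate constant from kinetic fluorescence after stimulation buffer; % is set by controls: 0 for no effect and ±100 for the full control effect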
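FluxOr-based Tl+ influx in U2OS cells transduced with KCNH2 3.1 virus; rate constants normalized to DMSO controls.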
S-ASM inh = blocks human secretory acid sphingomyelinase. Potency, µM (series often up to 57.5 µM), for the others: at the top dose activity change, negative = inhibition, hits mostly inhibitors. placental ASM, HMU-PC fluorogenic substrate, 60 min. P17405. AID 504937. 0.006% of 340,000 active; note: potency is the fitted concentration of half-maximal effect
Target sequence (P17405 47-631 limits assumed): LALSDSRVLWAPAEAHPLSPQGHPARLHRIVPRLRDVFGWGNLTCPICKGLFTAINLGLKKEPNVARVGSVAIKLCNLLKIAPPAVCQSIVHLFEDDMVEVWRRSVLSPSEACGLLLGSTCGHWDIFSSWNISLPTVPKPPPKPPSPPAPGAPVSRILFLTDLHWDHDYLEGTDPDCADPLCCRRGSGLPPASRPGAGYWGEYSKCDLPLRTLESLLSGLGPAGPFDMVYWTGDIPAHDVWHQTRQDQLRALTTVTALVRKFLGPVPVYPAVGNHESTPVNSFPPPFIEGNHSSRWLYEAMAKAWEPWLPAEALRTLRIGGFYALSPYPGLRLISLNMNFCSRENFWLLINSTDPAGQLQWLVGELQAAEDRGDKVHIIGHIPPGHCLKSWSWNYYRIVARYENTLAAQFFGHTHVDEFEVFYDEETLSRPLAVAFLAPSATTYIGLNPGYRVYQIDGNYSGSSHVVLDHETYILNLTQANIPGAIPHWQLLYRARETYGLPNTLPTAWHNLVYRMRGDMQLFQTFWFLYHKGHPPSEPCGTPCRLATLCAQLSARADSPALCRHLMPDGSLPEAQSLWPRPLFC
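Human placenta-derived ASM enzyme was preincubated with compound for 10 minutes at room temperature, then given fluorogenic substrate HMU-PC0 (9 uM final) for 60 minutes at 37 °C; a pH 10 stop preceded fluorescence reading at Ex 386/Em 447 nm.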
CXXC DNA block = MLL CXXC-DNA interaction inhibition; Q03164; MLL-CXXC / FITC-HOXA9 DNA fluorescence polarization; Potency, µM (series often up to 115 µM), for inactives: top-dose activity change, negative = inhibition, usual class: inhibitors; 0.037% of 290,000 active; AID 2662; active = well fitted inhibition curve with a large enough effect in the polarisation, with a control signal flat, not every such curve was filed as active; inconclusive = small, poorly fitted or top-dose-only effect, or effect the other way, or a change in a side signal; inactive = no such curve, though single readings can be large or run the other way; the % refers to the polarisation; note: potency is the fitted concentration of half-maximal effect
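Fluorescence polarization: 7 uM MLL-CXXC (stock) preincubated 5 min with compounds, then 50 nM fluorescein-HOX-A9 DNA (stock) added; 30 min ambient. Buffer 50 mM Tris-HCl pH 7.5, 50 mM NaCl, 1 mM DTT, 0.05% BSA.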
AT treatment = potential ataxia-telangiectasia treatment | […] A-T fibroblasts, KAP-1 phosphorylation AlphaLISA; neocarzinostatin DNA damage 30 min before lysis | Potency, µM (series often up to 57.5 µM), for the others: at the top dose activation, usual class: activators | 0.19% of 320,000 active; note: potency is the fitted concentration of half-maximal effect; % of control where 0% means no effect; nearly all actives have a fitted effect of over 45% in size
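ATM-like activity read as KAP-1 phosphorylation via AlphaLISA donor/acceptor antibody pairs after lysis and 6 hr at 25C. Cells were ATM-null patient fibroblasts ([…], hTERT), dosed 60 min, then exposed to the DSB inducer NCS for 30 min.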
GALK inh = galactokinase (human) inhibition. P51570. Purified GALK, Kinase-Glo residual ATP luminescence. Potency, µM (highest dose often 57.5 µM), for the others: at the top dose activity change, negative = inhibition, most hits filed as inhibitors. 0.007% of 270,000 active. AID 1868; note: potency is the fitted concentration of half-maximal effect; % is set by controls: 0 for no effect and ±100 for the full control effect
Target sequence (P51570 whole entry, looked up): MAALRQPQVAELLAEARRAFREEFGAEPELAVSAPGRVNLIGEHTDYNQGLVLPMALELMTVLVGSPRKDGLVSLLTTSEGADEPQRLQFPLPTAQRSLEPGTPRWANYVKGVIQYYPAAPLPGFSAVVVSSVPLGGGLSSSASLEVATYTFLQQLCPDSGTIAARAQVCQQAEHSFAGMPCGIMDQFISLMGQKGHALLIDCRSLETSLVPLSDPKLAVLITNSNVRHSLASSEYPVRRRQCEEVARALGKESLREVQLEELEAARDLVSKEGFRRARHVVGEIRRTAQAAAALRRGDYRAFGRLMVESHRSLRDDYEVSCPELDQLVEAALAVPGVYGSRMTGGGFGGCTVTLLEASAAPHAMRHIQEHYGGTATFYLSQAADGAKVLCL
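GALK at 5 nM final was combined with compound, 35 uM ATP and 100 uM galactose in HEPES pH8.0 with MgCl2 and DTT. The reaction ran one hour at room temperature before luminescent ATP detection.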
a7 integrin act = activates integrin-mediated alleviation for muscular dystrophy; alpha7betagal myoblasts, beta-gal FDG fluorescence, 48 h; Potency, µM (top dose mostly 38.3 µM), without a hit: top-dose activation, hits mostly activators; 0.064% of 350,000 active;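 note: potency is the fitted concentration of half-maximal effect; 100% = response of the positive control SU9516; nearly all actives have a fitted effect of over 60% in size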
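alpha7betagal+/- myoblasts (passage 13, 250/well) treated 48 h at 37C with compounds at 1:260 dilution of DMSO stock. Lysed, then beta-galactosidase activity read as FDG fluorescence (ex 480/em 540) after 30 min, with pre-read for autofluorescence.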
Coupling enz = coupling enzyme interference in Giardia aldolase counter-screen; coupling enzyme system counterscreen, AmpLite Red fluorescence; activity change, negative = inhibition, % at 58.2 µM, hits read low; 0.67% of 290,000 active; AID 2472; in the data active = activity change below about -30%; note: % is set by controls: 0 for no effect and ±100 for the full control effect
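Counterscreen of the coupled detection system alone, without aldolase: glyceraldehyde-3-phosphate coupling enzymes plus AmpLite Red readout. Compounds at 57.5 uM final, 10 min RT preincubation, 20 min RT reaction, fluorescence 525/598 nm.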
Starred values were filed as active, the others as inactive; ? = inconclusive; nt = not tested or not shown; [ ] = dose if it differs, or a comment. Unless noted, calls come from the whole dose curve; as a rule, active = well fitted curve in the direction sought with a large enough effect; inconclusive = small, poorly fitted or top-dose-only effect, or another doubt; inactive = no such curve, though single readings can be large; an effect the other way counts as inactive or inconclusive.

SMILES	hERG WT inh	MBNL1 CUG block	TRPV1 agonist	KCNH2 3.1 block	S-ASM inh	CXXC DNA block	AT treatment	GALK inh	a7 integrin act	Coupling enz
CC(C)Nc1nc(NC(N)=S)nc(NC(C)(C)C)n1	-5.9	-8.3%	-2.6	-12.2	2.2%	-17.9%	0.7%[11.5 µM]	-0.7%	12.4%	0.6
COc1ccc(N2C(=O)CC(C)(C)CC2=O)cc1OC	1.1	-7.3%	2.0	5.4	3.5%	0.9%	-6.9%	7.9%	9.3%	3.0
O=C(CN1C(=O)CCC1=O)NNc1ccc2ccccc2c1	nt	6.2%	1.4	24.7	-0.6%	-2.7%	3.3%	6.4%	0.0%	0.9
CCN1CCN(Cc2cccc(Oc3ccccc3)c2)CC1	3.6	1.5%	-0.4	-6.9	0.7%	10.8%	-0.6%	-1.3%	-16.0%	-0.1
C[C@@H](NC(=O)c1nc[nH]c1C(=O)N1CCc2ccccc2C1)c1ccccc1	nt	nt	7.4	nt	4.3%	nt	1.6%	nt	-40.5%	nt
COc1cccc(NC(=O)CN(C)C(=O)COc2cc(C)ccc2Cl)c1	-4.9	nt	7.6	-8.0	3.3%	nt	6.0%	nt	?	nt
CC1CC(C)CN(C(=O)/C=C/c2ccc([N+](=O)[O-])s2)C1 (stereo not given)	7.0	nt	-14.1	8.7	-3.5%	9.8%	3.2%	1.4%	-12.6%	-11.7
Cc1ccc(CNCC(=O)Nc2ccc(C)cc2Br)cc1	-13.8	1.0%	11.7	?	-1.3%	30.6%[activator]	2.9%	9.6%	0.1%	-1.1
CCN(CC(=O)Nc1ccccc1OC)CC(=O)Nc1sccc1C#N	7.8	-10.6%	1.0	13.0	-2.1%	-2.7%	1.1%	-1.9%	0.0%	-0.2
NC(=O)c1ncn([C@@H]2O[C@H](CNS(=O)(=O)c3cc4ccccc4s3)[C@@H](O)[C@H]2O)n1	4.9	nt	nt	8.8	4.4%	nt	nt	nt	0.0%	nt
Cc1ccc(C(=O)/C=C/Nc2cccc(O)c2)cc1	-1.9	?	11.6	-8.9	-1.0%	13.1%	-2.4%	-0.1%	36.3%	-3.6
Cc1cc(C(=O)COc2ccc(Br)cc2F)c(C)n1C1CC1	-2.8	nt	20.7	10.2	-4.6%	nt	-8.2%	nt	-28.9%	nt
CC(C)Nc1ccc(Nc2ccnc3cc4ccccc4cc23)cc1	3.8	nt	nt	-91.0*	-18.6%	?	-4.9%	4.6%	-69.0%[inhibitor]	-2.5
Cc1ccc(CNC(=O)c2ccccc2NS(=O)(=O)c2ccc(Cl)nc2)cc1	3.4	-3.3%	5.3	14.7	5.0%	5.0%	6.4%	6.4%	23.0%	6.2
O=C(C1CCCN(Cc2ccncc2)C1)N1CCc2ccccc2C1 (stereo not given)	3.6	4.1%	-0.3	-8.1	1.0%	?	-5.9%	-1.1%	3.2%	3.7
CCCC(=O)Nc1cc(C(=O)O)ccc1Sc1ccccc1	4.9	-7.4%	-3.3	19.5	3.8%	0.0%	-6.6%	8.5%	0.7%	11.4
O=C1NC(=O)/C(=C\c2ccc(Oc3ccc([N+](=O)[O-])cn3)cc2)S1	-3.0	?	-4.9	4.9	-0.7%	-2.0%	-6.3%	-3.6%	8.6%	1.3
COC(=O)C1CCN(S(=O)(=O)c2cc3c4c(c2)CCN4C(=O)CC3)CC1	-0.7	nt	-1.7	-5.1	2.7%	nt	3.9%	nt	14.1%	nt
O=C(CCC(=O)c1ccc(Cl)cc1)NCc1ccccc1	-0.4	2.9%	19.2	-38.2	0.5%	-1.1%	-6.4%	-4.5%	19.8%	-0.1
O=C(O)/C=C/C(=O)Nc1ccc2c(c1)C(=O)c1ccccc1C2=O	-4.1	?	0.4	4.6	8.3%	26.7%	10.6%	nt	-45.3%[inhibitor]	1.6
Cc1ccccc1CSc1ncc(C#N)c(N)n1	4.7	-4.1%	-0.9	7.1	18.7%	-4.5%	5.2%	1.9%	13.0%	3.4
CCN(CC(=O)Nc1ccccc1C(F)(F)F)C(=O)CN1C(=O)NC2(CCCC2)C1=O	-7.0	nt	-2.6	-6.4	11.7%	nt	-1.4%	nt	17.5%	nt
Cc1cccc(NS(=O)(=O)c2ccc(C(=O)NCC(c3ccco3)N(C)C)cc2)c1C (stereo not given)	1.0	6.6%	3.6	-2.6	nt	-5.1%	6.4%	0.6%	8.6%	nt
COc1cc2c(cc1OC)C(C)N(C(C)=O)CC2 (stereo not given)	-0.9	-2.4%	2.5	1.0	-4.5%	-10.0%	-1.5%	0.5%	-14.0%	-2.2
CCOc1ccc(N(Cc2cc3cc(OC)ccc3[nH]c2=O)S(C)(=O)=O)cc1	-4.5	?	-2.2	7.5	24.6%	12.0%	4.9%	-2.1%	-14.0%	-0.6

Other structures follow:
SMILES	hERG WT inh	MBNL1 CUG block	TRPV1 agonist	KCNH2 3.1 block	S-ASM inh	CXXC DNA block	AT treatment	GALK inh	a7 integrin act	Coupling enz
O=C(Cc1ccccc1)Nc1cccc([N+](=O)[O-])c1	-9.1	?	16.9	-16.3	4.0%	-5.5%	6.1%	1.2%	2.7%	0.4
O=C(Nc1nnc(COc2ccc(F)cc2)s1)c1cccs1	6.2	5.6%	-0.7	-6.8	3.3%	3.2%	3.7%	1.6%	24.8%	0.1
O=C(CN(Cc1ccccc1F)C(=O)Cn1nnc(-c2cccs2)n1)NCC1CCCO1 (stereo not given)	13.4	-1.4%	1.8	-12.3	-2.8%	1.2%	-1.0%	-1.3%	-2.7%	-0.5
O=C(CCCN1C(=O)c2ccccc2C1=O)N1CCCCC1	9.1	23.7%	-1.5	3.1	1.4%	2.3%	nt	0.5%	-18.8%[1.53 µM]	1.5
Cc1nc(N)sc1C(=O)OCC(C)C	1.7	-1.1%	0.3	-6.1	-3.6%	-1.7%	-4.4%	-7.7%	-26.3%	0.2
CC(=O)NCCC(=O)Nc1nc2ccc(Oc3ccccc3)cc2s1	-5.4	-1.9%	18.3	2.9	-8.6%	9.9%	0.2%	-1.0%	-0.3%	0.7
CN(/N=C/c1cccnc1)c1cnn(-c2ccc(F)c(Cl)c2)c(=O)c1Cl	11.0	3.1%	-4.2	5.1	-2.3%	-5.7%	-7.8%	0.5%	10.5%	2.2
O=C(Nc1nccs1)[C@@H]1CC=C[C@@H]2CCN(Cc3ccccc3)C(=O)[C@@H]21	-7.9	nt	nt	3.0	-8.7%	nt	nt	nt	0.2%	nt
Cc1ccc(SCC(=O)N(C)C2CCS(=O)(=O)C2)cc1 (stereo not given)	-14.7	0.9%	-2.1	-0.7	2.2%	5.8%	-2.6%	1.6%	5.6%	2.7
Cc1ccc(C)n1-c1ccc(-c2nnc3n2CCCCC3)s1	1.1	37.2%[activator]	1.7	-23.0	0.8%	-6.3%	-4.0%	4.9%	-41.4%	-2.1
CCO[C@H]1OC(C(=O)NCc2ccccc2)=C[C@@H](c2cn(C(C)=O)c3ccccc23)[C@@H]1CCCO	2.2	6.6%	4.7	-8.8	7.4%	-2.5%	-1.0%	4.6%	-1.9%	0.6
CC(C)(C)c1nc2c(Br)cc(Br)cc2c(=O)o1	-0.9	-4.4%	-5.7	6.4	-6.1%	-4.6%	3.8%	0.4%	0.7%	-7.1
O=C(Nc1ccc2c(c1)C(=O)N(CC1CCCO1)C2=O)c1ccc(Cl)c(Cl)c1 (stereo not given)	6.6	4.8%	?	-6.1	-2.1%	22.1%	1.2%	-1.6%	5.0%	2.3
O=c1[nH][nH]c2nc(C(F)(F)F)cc(C(F)(F)F)c12	-4.7	2.7%	1.0	-1.1	-3.5%	2.1%	-4.1%	-2.0%	-0.7%[7.66 µM]	-6.3

Whole records, looked up by structure. Screens in order: hERG WT inh	MBNL1 CUG block	TRPV1 agonist	KCNH2 3.1 block	S-ASM inh	CXXC DNA block	AT treatment	GALK inh	a7 integrin act	Coupling enz
Record of O=C(CCCN1C(=O)c2ccccc2C1=O)N1CCCCC1 → 9.1	23.7%	-1.5	3.1	1.4%	2.3%	nt	0.5%	-18.8%[1.53 µM]	1.5
Record of O=c1[nH][nH]c2nc(C(F)(F)F)cc(C(F)(F)F)c12 → -4.7	2.7%	1.0	-1.1	-3.5%	2.1%	-4.1%	-2.0%	-0.7%[7.66 µM]	-6.3
Record of O=C(Nc1ccc2c(c1)C(=O)N(CC1CCCO1)C2=O)c1ccc(Cl)c(Cl)c1 (stereo not given) → 6.6	4.8%	?	-6.1	-2.1%	22.1%	1.2%	-1.6%	5.0%	2.3
Record of CCO[C@H]1OC(C(=O)NCc2ccccc2)=C[C@@H](c2cn(C(C)=O)c3ccccc23)[C@@H]1CCCO → 2.2	6.6%	4.7	-8.8	7.4%	-2.5%	-1.0%	4.6%	-1.9%	0.6
Record of CN(/N=C/c1cccnc1)c1cnn(-c2ccc(F)c(Cl)c2)c(=O)c1Cl → 11.0	3.1%	-4.2	5.1	-2.3%	-5.7%	-7.8%	0.5%	10.5%	2.2

Screens: PubChem, National Center for Advancing Translational Sciences (NCATS)

Hits appear at their usual frequency; any-hit rate near 2%.
